UbGFP stabilizer: ubiquitin-GFP accumulation via proteasome inhibition; Ubiquitin-GFP reporter cells, proteasome inhibition, GFP fluorescence; response scale: untreated = 0%, 10 µM MG-132 = 100%; 67,000 tested, under 10 active; Potency, µM (top dose mostly 45.9 µM), without a hit: top-dose activation (GFP accumulation), most hits filed as activators; active means well fitted activation curve with a large enough effect, not every such curve was filed as active; inconclusive means small, poorly fitted or top-dose-only effect, or another doubt; inactive means no such curve, though single readings can be large or run the other way; further: potency means the concentration at half of the fitted maximal effect
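U2OS cells stably expressing ubiquitin(G76V)-GFP, seeded overnight in 0.5% FBS medium, were exposed to compounds (qHTS, 46 uM to 2.9 nM) for 4 hr at 37 °C. GFP-positive cells were counted by laser cytometry (488 ex/515 em), normalized between basal and 10 uM MG-132.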
15-hLO inh: 15-hLO (ALOX15) enzyme inhibition; P16050; purified 15hLO-1, xylenol orange hydroperoxide absorbance; Potency, µM (highest dose often 57.1 µM), for the others: top-dose activity change, negative = inhibition, hits mostly inhibitors; 1.4% of 74,000 active; further: potency means the concentration at half of the fitted maximal effect; on the % scale 0 is the no-effect control and ±100 the full control effect; nearly all actives have a fitted effect of over 55% in size
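Compounds were preincubated 15 min at room temperature with 40 nM purified human enzyme (25 mM Hepes pH 7.5, 0.01% Triton X-100); 50 uM arachidonic acid reacted 6 min. Fe-xylenol orange detection, 30 min, absorbance ratio 573/405 nm.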
HBB splice mod: hemoglobin beta splicing modulation; AID 925; Potency, µM (doses to about 46.1 µM), for the others: at the top dose activation, usual class: activators; HBB splicing reporter cell assay, activation; EGFP reporter with mutant IVS2-654 intron; response scale: normalised to 500 nM splice-correcting PNA; 0.06% of 65,000 active; further: potency means the concentration at half of the fitted maximal effect; 0% is about no effect
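HeLa cells stably expressing EGFP interrupted by mutant beta-globin intron 2 (IVS2-654), 500/well in 2% FCS. Treated with compound for 2 days at 37C. Splicing correction scored as total well GFP intensity (488 nm excitation, 500-520 nm emission); 500 nM antisense PNA served as control.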
Hsp90 Hop PPI: changes Hsp90-Hop TPR2A binding signal, up or down; 0.44% of 71,000 active; AlphaScreen TPR2A-His6 binding biotin-Hsp90 C-terminal peptide; Potency, µM (highest dose often 57 µM), for inactives: at the highest dose activity change, negative = inhibition; active means well fitted curve in either direction with a large enough effect; inconclusive means small, poorly fitted or top-dose-only effect, or another doubt; further: potency means the concentration at half of the fitted maximal effect; on the % scale 0 is the no-effect control and ±100 the full control effect; many of its hits are not listed in these tables
HADH2 inhib: blocks human hydroxyacyl-CoA dehydrogenase type II. Q99714. recombinant HADH2, NADH fluorescence, beta-hydroxybutyryl-CoA. Potency, µM (highest dose often 57.1 µM), for inactives: at the top dose activity change, negative = inhibition, usual class: inhibitors. 3.4% of 73,000 active; further: potency means the concentration at half of the fitted maximal effect; on the % scale 0 is the no-effect control and ±100 the full control effect; nearly all actives have a fitted effect of over 60% in size; many of its hits are not listed in these tables
Target sequence (Q99714 whole entry, looked up, one chain of several): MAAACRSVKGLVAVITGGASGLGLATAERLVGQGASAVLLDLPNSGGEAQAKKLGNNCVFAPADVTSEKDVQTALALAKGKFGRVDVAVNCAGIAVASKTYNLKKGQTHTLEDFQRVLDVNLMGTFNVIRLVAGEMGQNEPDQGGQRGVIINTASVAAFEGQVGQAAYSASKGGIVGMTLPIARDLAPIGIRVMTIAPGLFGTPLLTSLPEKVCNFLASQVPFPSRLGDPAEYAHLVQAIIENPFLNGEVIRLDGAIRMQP
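20 nM HADH2 + cpd, 15 min RT; add 1 mM NAD+/90 uM beta-hydroxybutyryl-CoA; kinetic fluorescence 360/450 nm, 4 min. Tris-HCl pH 9.0, 0.01% Tween-20.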
Tau fil binding: binders of human tau filaments; P10636; Potency, µM (series often up to 57.1 µM), inactives show at the highest dose activity change, negative = inhibition; AID 596; recombinant tau filaments, thioflavin S fluorescence, 15 h; filaments grown with octadecylsulfate alongside compound; 2% of 71,000 active;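 further: potency means the concentration at half of the fitted maximal effect; on the % scale 0 is the no-effect control and ±100 the full control effect; actives lower thioflavin S fluorescence by blocking filaments or displacing dye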
Target sequence (P10636 whole entry, looked up): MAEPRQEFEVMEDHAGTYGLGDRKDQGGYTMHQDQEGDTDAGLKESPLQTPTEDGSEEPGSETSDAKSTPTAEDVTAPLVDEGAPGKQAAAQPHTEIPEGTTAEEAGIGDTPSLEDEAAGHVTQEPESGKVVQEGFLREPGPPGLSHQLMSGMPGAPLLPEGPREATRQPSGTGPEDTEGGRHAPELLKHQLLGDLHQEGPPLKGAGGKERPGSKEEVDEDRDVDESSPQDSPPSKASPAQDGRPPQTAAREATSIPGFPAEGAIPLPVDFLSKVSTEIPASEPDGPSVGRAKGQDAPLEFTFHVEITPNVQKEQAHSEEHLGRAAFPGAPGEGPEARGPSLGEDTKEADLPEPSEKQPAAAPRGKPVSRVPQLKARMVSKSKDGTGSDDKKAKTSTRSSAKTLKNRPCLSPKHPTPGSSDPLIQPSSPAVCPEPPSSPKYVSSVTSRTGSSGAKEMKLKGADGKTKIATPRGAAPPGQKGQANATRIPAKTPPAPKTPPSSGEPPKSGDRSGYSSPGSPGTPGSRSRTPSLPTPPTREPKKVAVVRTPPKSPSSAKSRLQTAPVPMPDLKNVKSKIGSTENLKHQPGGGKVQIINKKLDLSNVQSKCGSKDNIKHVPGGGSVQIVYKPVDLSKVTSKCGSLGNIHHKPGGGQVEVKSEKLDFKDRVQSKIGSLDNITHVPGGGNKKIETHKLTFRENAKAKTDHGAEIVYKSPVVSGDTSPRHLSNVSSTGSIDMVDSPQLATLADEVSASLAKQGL
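His-tagged recombinant human tau (exons 2, 3, 10; 1 uM final) fibrillized with 30 uM sodium octadecylsulfate, 15 h at 37 C, in pH 7.4 HEPES buffer with 10 uM thioflavine S and 5 mM DTT. Reduced ThS fluorescence (450/510 nm) marks activity.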
CRE Fsk mod: modulators of forskolin-stimulated CRE signaling in CHO cells. AID 662. 2.5% of 71,000 active. CHO CRE-bla reporter (cAMP response element driving beta-lactamase), forskolin EC10, beta-lactamase ratio. Potency, µM (series often up to 38.2 µM), inactives show at the top dose activity change, negative = inhibition, hits mostly activators; active means well fitted activation curve with a large enough effect in the signal ratio, with a control signal flat, not every such curve was filed as active; inconclusive means small, poorly fitted or top-dose-only effect, or effect the other way, or a change in a side signal; the % refers to the signal ratio; further: potency means the concentration at half of the fitted maximal effect; % of control where 0% means no effect
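The 460nm/530nm emission ratio after CCF4 loading defined %Activity, from which AC50 values were obtained. CRE-bla CHO cells received compound dilution series together with an EC10 level of NKH 477 for 3 hours at 37 degrees Celsius.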
Luciferase inh: firefly luciferase inhibition; purified firefly luciferase, luminescence, 8 min; Potency, µM (series often up to 57.1 µM), for inactives: at the top dose activity change, negative = inhibition, hits mostly inhibitors; 2.2% of 72,000 active; AID 411; further: potency means the concentration at half of the fitted maximal effect; on the % scale 0 is the no-effect control and ±100 the full control effect; nearly all actives have a fitted effect of over 40% in size
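Inhibition of light generation by firefly luciferase from ATP and luciferin was profiled with concentration-response curves per sample, ATP held at 10 uM within the enzyme's linear range. Plates were read by luminescence after an 8-minute ambient incubation.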
Epigenetic mod: epigenetic GFP locus derepression in mouse cells. 0.09% of 68,000 active. Potency, µM (highest dose often 46.1 µM), for inactives: top-dose GFP derepression (activation). AID 597. mouse C127i GFP locus derepression, cytometry, 30 h; further: % of control where 0% means no effect
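Read-out is the number of GFP-positive cells, scored as fluorescent objects 20 to 120 um wide, reflecting derepression of a silenced CMV-GFP reporter in murine C127i cells after 30 h compound exposure at 37 C.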
ERK AVP block: blocks ERK signaling stimulated by vasopressin | Potency, µM (titrated, usually from 57.5 µM), inactives show at the top dose activity, negative = inhibition, usual class: inhibitors | 0.99% of 72,000 active | AID 995 | HEK293-V1b, vasopressin-stimulated pERK AlphaScreen; further: potency means the concentration at half of the fitted maximal effect; on the % scale 0 is the no-effect control and ±100 the full control effect; nearly all actives have a fitted effect of over 55% in size
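qHTS, compounds titrated on V1b-expressing HEK293 cells. Preincubation 30 min at 37C, vasopressin 25 nM for 5 min, lysis 10 min, bead incubation 5 hr at room temperature.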
DNA Pol III inh: DNA polymerase III holoenzyme inhibition | Potency, µM (highest dose often 57.1 µM), for the others: at the highest dose activity change, negative = inhibition | 0.25% of 71,000 active | reconstituted DNA polymerase III holoenzyme replication, biochemical; further: potency means the concentration at half of the fitted maximal effect; on the % scale 0 is the no-effect control and ±100 the full control effect
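Reconstituted *E. coli* holoenzyme (0.35 nM Pol III, 1 nM beta, 154 nM SSB, 2 nM primase) was preincubated with compound for 15 min at RT. Synthesis on 1.4 nM ssM13Gori ran 35 min, then was stopped with PicoGreen/EDTA and read as dsDNA fluorescence.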
An asterisk follows results filed as active; ? = inconclusive; / = not tested or not shown; & = joins results of further samples; ! = not confirmed by another sample; [ ] = remark or other dose. Unless noted, the call rests on the fitted dose curve; in most records, active means well fitted curve in the direction sought with a large enough effect; inconclusive means small, poorly fitted or top-dose-only effect, or another doubt; inactive means no such curve, though single readings can be large; an effect the other way counts as inactive or inconclusive. The list is partial. The share of hits here may be higher or lower than overall.

SMILES	UbGFP stabilizer	15-hLO inh	HBB splice mod	Hsp90 Hop PPI	HADH2 inhib	Tau fil binding	CRE Fsk mod	Luciferase inh	Epigenetic mod	ERK AVP block	DNA Pol III inh
Oc1c(Cl)cccc1Cl	/	1%	-0.7%	-2%	-5%	15%	-4%	/	/	-2%	-2%
Cn1ncnc2c(=O)n(C)c(=O)nc1-2	-14%	-12%	0.3%	0.79µM*	-11%	12%	?	0%	4%	19%	0%
O=C1CCCC2C3CCCN4CCCC(CN12)C34 (stereo not given)	1%	3%	/	1%	2%	9%	3%	3%	1%	5%	-4%
CN1CCN(C(=O)COc2ccc3ccccc3c2Br)CC1	0%	-6%	-1.4%	2.5µM*	-26%	16µM*	2.5µM*	0%	3%	31%[activator]	4%
Cc1ccc2occ(CN3CC4CC(C3)c3cccc(=O)n3C4)c(=O)c2c1 (stereo not given)	-11%	7%	-0.5%[9.22 µM]	0%	2%	1%	8%	0%	-2%	11%	2%
CC(=NCCCN1CCOCC1)c1c(O)[nH]c(=O)[nH]c1=O	1%	-8%	1.6%[1.84 µM]	-3%	6%	-6%	17%	2%	2%	-6%	-3%
CN1CCC(c2c[nH]c3ccc(O)cc23)CC1	2%&-2%	14%[25.6 µM]	0.8%	3%&-6%	-2%&-11%	?	?	0%&0%	0%&0%	5%&2%	-6%&-3%
COc1ccc2c(c1)[C@]13CCCC[C@@H]1[C@H](C2)N(C)CC3	5%	8%	-0.3%	-2%	-13%	1%	-9%	1%	-1%	-2%	-2%
CCCC(=O)Nc1ccc(N2CCN(CC)CC2)c(Cl)c1	-2%	7%	/	5%	-6%	140%	-2%	0%	-2%	-1%	0%
c1cnc(N2CC[C@@]3(CCCNC3)C2)nc1	-14%	-1%	1.6%	-7%	-3%	-7%	-3%	1%[11.4 µM]	-2%[9.22 µM]	-16%	-5%
COC(=O)[C@H]1[C@H](c2ccccc2)C(=O)[C@@]2(O)c3ccccc3O[C@@]12c1ccccc1	/	3%[11.4 µM]	0.4%[9.22 µM]	/	0%[11.4 µM]	/	/	2%[11.4 µM]	/	-9%[11.5 µM]	/
Cl.Cl.Cl.Cl.Cl.Cl.N.N.N.N.NNNNN.NNNNN.O.O.[Ru].[Ru].[Ru]	3%	21%[25.6 µM]	/	?	0%	?	?	1%	1%	?	?
CC1=NN=C(c2ccc(N)cc2)c2cc3c(cc2C1)OCO3	1%&-7%	-9%[25.6 µM]	2.2%	?	4%&16%	32µM*!	?	2µM*!	0%&-2%	0%&-12%	-1%&-2%
COc1ccccc1N(CC(=O)NC1CCCCC1)C(=O)c1cnn(C(C)C)c1	-3%	12%	0.1%[57.5 µM]	-1%	0%	-9%	-6%	4%	-1%	-3%	-2%
Cc1ccc(C)c(NC(=O)CSc2nnc([C@@H](N)Cc3c[nH]c4ccccc34)o2)c1	-4%	0%	5.8%[1.84 µM]	-6%	5%	-19%	-9%	-1%	2%	-14%	0%
CN[C@@H]1C[C@@H](c2ccc(Cl)c(Cl)c2)c2ccccc21	2%	-5%	-0.6%	-6%	-3%	-16%	-26%	4%	-1%	-10%	-5%
CCOc1ccccc1-n1c(O)c(C=NCc2ccc3c(c2)OCO3)c(=O)[nH]c1=O	6%	-1%	-1.6%	-4%	?	3%	-4%	2%	9%	-7%	0%
CN(C)CCN(C)CCc1ccc(Cl)c(Cl)c1	5%	-40%[25.6 µM]	/	-2%	6%	?	-9%	2%	2%	25%	-5%
Nc1ccc(-c2ccc(N)c(O)c2)cc1O	/	?	-0.6%	?	2µM*	5µM*	?	/	/	-22%	-4%
Oc1ccc(C2NCc3ccccc3-n3cccc32)cc1Cl (stereo not given)	4%	8%	-0.6%	-5%	-1%	5%	4%	2%	6%	10%	-6%
O=C(C1CCC(=O)N1C1CCCCC1)N1CCC2(CC1)OCCO2 (stereo not given)	-11%	-3%	1.3%	-2%	2%	-24%	10%	2%	-4%	10%	-1%
CCOP(=S)(OCC)Oc1cc(C)nc(C(C)C)n1	/	-26%	0.2%	9%	?	8%	24%	/	/	-7%	-8%
O=c1c2ccccc2nc(-c2ccco2)n1-c1ccccn1	-10%	5%	0.6%	-2%	-12%	5%	6%	-3%	0%	-2%	-3%
CC(CCl)OC(C)CCl (stereo not given)	/	-9%	0.9%	1%	-1%	-9%	?	/	/	?	4%
CCOC(=O)C1=C(C)N(C)C2(C)CC1c1ccccc1O2 (stereo not given)	-1%	2%	-0.8%	5%	-8%	-4%	3%	1%	-1%	15%	-9%
CC(C)(C)n1c(O)c(C=Nc2ccc3c(c2)CCC3)c(=O)[nH]c1=O	1%	-13%	-0.6%[57.5 µM]	-1%	-2%	0%	?	1%	8%	-4%	-13%
CCC(=NCCCN1CCOCC1)c1c(O)n(Cc2ccccc2)c(=O)[nH]c1=O	-9%	6%	-0.4%	-2%	7%	-5%	?	0%	-2%	-6%	-11%
Clc1ccccc1Cl	/	-1%	0.1%	-4%	-4%	0%	-15%	/	/	0%	0%
CCOC(=O)c1c(C)n(Cc2ccco2)c2ccc(O)cc12	15%	?	-0.9%	-6%	-25%	28%	10%	1%	-2%	?	-4%
C/C=C/C=O	/	0%	0.3%	-2%	-12%	-2%	-7%	/	/	?	2%
COc1ccc2c(c1)CCC1C2CC[C@]2(C)[C@H](NCCCCCCN3C(=O)C=CC3=O)CC[C@@H]12 (stereo not given in full)	-10%	9%	1.5%	-11%	-22%	-10%	0%	-1%	0%	-3%	-4%
O=[N+]([O-])c1c2ccccc2cc2ccccc12	/	-3%	-0.5%	-8%	-13%	-17%	-6%	/	/	2%	-4%
NCc1cc(=O)[nH]o1	-4%&-2%	-26%[25.6 µM]	-0.4%	-5%&0%	11%&15%	?	-12%&-2%	-1%&-1%	2%&-1%	-8%&4%	-5%&-1%
CN1C(=O)COc2c(C(=O)N[C@@H]3CN4CCC3CC4)cc(Cl)cc21	4%	-7%[25.6 µM]	/	-1%	12%	-24%	-6%	0%	-1%	-3%	2%
O=C(C1CCN(S(=O)(=O)N2CCOCC2)CC1)N1CCC2(CC1)OCCO2	14%	2%	-1.3%	5%	0%	-4%	-4%	0%	2%	24%	1%
CCCCn1c(O)c(C(CC)=NCCc2ccccc2)c(=O)[nH]c1=O	-4%	-22%	10%[0.369 µM]	-4%	-4%	5%	10µM*	-1%	4%	?	-4%
CCC1(CCSC(=N)N)C(=O)NC(=O)NC1=O	3%[9.17 µM]	6%[11.4 µM]	3.6%[9.22 µM]	-2%[11 µM]	9%[11.4 µM]	-5%[11.4 µM]	5%[7.6 µM]	3%[11.4 µM]	3%[9.22 µM]	4%[11.5 µM]	-2%[11.4 µM]
Cc1ccc(-n2c(O)c(C=NC3CCCC3)c(=O)[nH]c2=O)c(C)c1	/	-4%	3.8%[0.369 µM]	-6%	-13%	-18%	3%	3%	6%	-16%	-3%
CC(C)OC(=O)Cc1ccccc1	/	7%	1.6%	-2%	-7%	-2%	?	/	/	-10%	-2%
COc1ccc(C[C@H]2c3cc(OC)c(OC)cc3CCN2C)cc1OC	-8%	-1%[25.6 µM]	-0.2%[20.6 µM]	1%	6%	?	?	2%[11.4 µM]	0%[9.22 µM]	-6%[25.7 µM]	-5%
N[C@@H](Cc1c[nH]c2ccccc12)c1nnc(SCc2c(F)cccc2Cl)o1	7%	-16%	7.1%[1.84 µM]	-5%	-1%	41%	?	1%	-2%	-1%	3%
COc1cccc(N2C(=O)CC(=O)NC2=O)c1	-6%	-1%	-2.4%	-2%	-27%	-7%	-2%	2%	0%	8%	-4%
Cn1cc(C(=O)N2CCC3(CC2)OCCO3)c2c3ccccc3n(C)c2c1=O	27%	3%	1.8%	-1%	?	7%	?	2%	7%	-32%	-2%
O=C1CSC2N1CCNC21CCCCC1 (stereo not given)	0%	12%	/	0%	-4%	-8%	-3%	3%	3%	?	-3%
C[n+]1ccc(-c2ccncc2)cc1	/	-1%	4.3%[0.369 µM]	1%	-11%	-4%	-8%	1%	-2%	-16%	0%

Screens: PubChem, National Center for Advancing Translational Sciences (NCATS)
